Assay outcomes (PubChem BioAssay)
SMARCA2 activ: increases SMARCA2 function in MMTV reporter cells; activation, % at 9.1 µM; MG213 cells, MMTV-luciferase reporter, dexamethasone, overnight; 370,000 compounds, 1% hits; in the data active means activation above about 7.8%;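 further: 0% = vehicle wells and 100% = reference activator wells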
ADAM17 inh: inhibitors of human ADAM17. inhibition, % at 6.95 µM. 370,000 compounds, 0.83% hits. recombinant ADAM17, EDANS/DABCYL FRET peptide cleavage;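 active means inhibition above the mean of compounds lying between control limits plus 3 SD, set per campaign, cut at about 8.5% in these data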;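 further: 0% = DMSO-only wells as the low control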
MBD2 inh: inhibitors of human MBD2 binding to methylated oligonucleotide; TR-FRET; 370,000 compounds, 0.31% hits; inhibition, % at 4.4 µM; Q9UBB5; in the data active means inhibition above about 13%
Target sequence (Q9UBB5 whole entry, looked up): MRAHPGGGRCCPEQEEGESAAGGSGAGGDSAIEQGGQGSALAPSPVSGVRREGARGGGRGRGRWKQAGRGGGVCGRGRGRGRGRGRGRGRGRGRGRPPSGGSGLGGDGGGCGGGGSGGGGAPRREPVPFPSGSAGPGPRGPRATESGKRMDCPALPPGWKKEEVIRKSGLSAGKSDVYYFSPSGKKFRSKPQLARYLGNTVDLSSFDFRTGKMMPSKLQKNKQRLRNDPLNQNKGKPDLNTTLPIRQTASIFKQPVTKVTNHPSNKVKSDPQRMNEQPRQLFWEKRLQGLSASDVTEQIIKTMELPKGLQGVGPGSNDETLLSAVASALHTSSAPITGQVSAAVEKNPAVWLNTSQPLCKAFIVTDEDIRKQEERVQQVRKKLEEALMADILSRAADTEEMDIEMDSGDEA
hcDAF-12 act: activates DAF-12 receptor from parasite H. contortus | HEK293 hcDAF-12 lit1-tk-luc reporter, luminescence; 0% DMSO, 100% Δ7-dafachronic acid | activation, % at 6.8 µM | 370,000 compounds, 1.4% hits | AID 652067;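 active means activation above the mean of all tested compounds plus 3 SD, cut at about 5.5% in these data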;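 further: 100% = response to 3 µM Δ7-dafachronic acid high control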
DAX1 inh-1: inhibits human nuclear receptor DAX1; P51843; HEK293 Gal4-DAX1 luciferase reporter, luminescence; inhibition, % at 6.75 µM; 340,000 compounds, 0.99% hits; AID 504766;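 active means inhibition above the mean over all tested compounds plus 3 SD, cut at about 4.2% in these data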;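 further: 0% = DAX1-transfected cells with DMSO and 100% = empty-vector control cells with DMSO; inhibition shows as a rise in luminescence from relieved DAX1 repression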
PLCb3 inh: PLC-beta3 (human) inhibition, primary screen; Purified PLC-beta3, fluorogenic substrate, fluorescence; AID 720704; inhibition, % at 12.2 µM; 370,000 compounds, 0.18% hits; Q01970; in the data active means inhibition above about 11%;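 further: 0% = median of compound wells on plate and 100% = full blocker control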
hgDAF12 agonist: activates the H. glycines DAF-12 receptor ligand-binding domain | HEK293 GAL4-hgDAF12 UAS-luciferase reporter, agonist luminescence; normalized to butyrate control | activation, % at 6.8 µM | 370,000 compounds, 1.8% hits | AID 687014;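 active means activation above a cutoff set at the mean of all screened compounds plus 3 SD, cut at about 10% in these data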;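 further: 0% = DMSO wells and 100% = sodium butyrate wells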
PLC-gamma1 inh: blocks human PLC-gamma1 enzyme activity. purified PLC-gamma1, fluorogenic substrate, fluorescence. P19174. 370,000 compounds, 0.84% hits. inhibition, % at 12.2 µM; in the data active means inhibition above about 9.5%
ssDAF12 agonist: activates DAF-12 receptor from parasite S. stercoralis; 370,000 compounds, 1% hits; HEK293 ssDAF-12/GRIP1 lit1-tk-luc reporter, luminescence; % of 3 µM dafachronic acid response; activation, % at 6.8 µM;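 active means activation above the mean over all tested compounds plus 3 SD, cut at about 0.9% in these data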;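 further: 0% = DMSO-only wells and 100% = 3 µM delta7-dafachronic acid wells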
DAX1 inh-2: blocks DAX1 repression of SF-1 activated StAR promoter; AID 652010; inhibition, % at 6.8 µM; HEK293T StAR-luciferase reporter, SF-1/DAX-1 repression relief; 370,000 compounds, 1.1% hits;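 active means inhibition above the mean over all tested compounds plus 3 SD, cut at about 3.6% in these data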;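 further: 0% = DAX-1 cells with DMSO and 100% = cells lacking DAX-1 with DMSO; higher inhibition means more luminescence from relief of DAX-1 repression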
NR1D1 modulator: Rev-erb alpha (human) modulation; P20393; Rev-erbα–FITC-DNA binding, fluorescence polarization, 90 min; activity, % at 10 µM; 370,000 compounds, 0.79% hits; AID 1259318;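 active means activity above about 14%, limit read from the data; passing the limit was not always enough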;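 further: 0% = DMSO wells with 35 nM protein and 100% = DMSO wells with 750 nM protein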
Target sequence (P20393 whole entry, looked up): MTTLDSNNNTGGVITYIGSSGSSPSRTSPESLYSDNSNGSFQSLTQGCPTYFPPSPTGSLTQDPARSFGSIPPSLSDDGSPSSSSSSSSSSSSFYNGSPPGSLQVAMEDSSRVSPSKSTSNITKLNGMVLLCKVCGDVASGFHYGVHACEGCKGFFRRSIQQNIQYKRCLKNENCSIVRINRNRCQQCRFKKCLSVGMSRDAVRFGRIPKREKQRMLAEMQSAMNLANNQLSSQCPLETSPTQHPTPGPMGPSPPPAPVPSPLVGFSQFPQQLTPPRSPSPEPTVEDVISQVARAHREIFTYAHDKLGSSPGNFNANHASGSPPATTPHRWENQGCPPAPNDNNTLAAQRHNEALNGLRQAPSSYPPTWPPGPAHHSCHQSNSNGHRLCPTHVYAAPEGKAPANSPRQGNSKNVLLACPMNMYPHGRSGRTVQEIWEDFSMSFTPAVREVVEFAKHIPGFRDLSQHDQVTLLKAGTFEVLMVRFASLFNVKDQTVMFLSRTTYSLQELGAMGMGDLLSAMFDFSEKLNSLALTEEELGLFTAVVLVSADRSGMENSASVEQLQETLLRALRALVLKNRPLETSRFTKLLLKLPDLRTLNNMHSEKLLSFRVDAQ
* marks the source's active call; other numbers are inactive results; i = inactive; . = not tested or not shown.

Values in the order – SMARCA2 activ	ADAM17 inh	MBD2 inh	hcDAF-12 act	DAX1 inh-1	PLCb3 inh	hgDAF12 agonist	PLC-gamma1 inh	ssDAF12 agonist	DAX1 inh-2	NR1D1 modulator
O=C(Cn1cnc2cc([N+](=O)[O-])ccc2c1=O)NCc1ccc(Cl)cc1
  -3	-1	3	-1.4	-0.6	-13	-1.7	-6	-1.1	-0.4	-6
COc1ccc(-c2noc(CN(C(=O)c3ccoc3C)C(C)C)n2)cc1
  -1	-1	6	1.2	-1.1	-10	0.2	-1	-1.4	-0.2	2
O=C(O)CSc1nnc(NC(=O)CN2CCOCC2)s1
  1	-1	-3	-0.1	1.1	-2	-1.3	3	-1.4	0.2	-4
Cc1ccc(-c2ccc(/C=N/n3cnnc3)o2)cc1
  0	-26	-5	-0.9	2.6	-22	-3.4	-10	-1.5	-0.3	1
O=C(COC(=O)C1(c2ccc(Cl)cc2)CCCC1)N1CCc2ccccc21
  -1	-3	6	-1.5	0.0	-1	-0.1	5	0.0	-0.5	4
Cc1c(NC(=O)/C(C#N)=C\c2cccs2)c(=O)n(-c2ccccc2)n1C
  5	3	-2	2.3	1.6	7	1.0	4	-1.5	0.7	1
O=C1c2ccccc2NC(c2cccc([N+](=O)[O-])c2)N1CCc1ccccc1 (centres undefined)
  4	1	-3	2.3	-0.3	-2	7.2	-2	-1.1	-0.1	-4
Cc1ccc(C(=O)OCC(=O)c2c(N)n(C)c(=O)n(C)c2=O)cc1S(=O)(=O)N1CCCCC1
  -3	-3	1	-2.7	0.1	-6	-1.0	3	-1.0	-0.6	-4
O=C(CSc1nc(NS(=O)(=O)c2ccccc2)cc(=O)[nH]1)Nc1ccc(F)cc1
  0	-5	8	-0.7	1.8	2	3.8	0	-1.4	-0.5	-6
CN(Cc1nc2ccccc2[nH]1)C(=O)C1CCC(=O)N(C2CCCC2)C1 (centres undefined)
  -2	-1	2	-1.9	0.4	-2	-0.8	9.8*	-0.9	0.2	-3
CC1CCCN(c2ccc(/C=C(\C#N)c3nn(-c4ccccc4)c(N)c3C#N)cc2[N+](=O)[O-])C1 (centres undefined)
  -3	-5	6	0.7	-0.2	-4	-4.3	0	-0.5	-0.6	2
O=C(COc1cc2oc(=O)cc(-c3ccccc3)c2cc1Cl)NCc1ccccn1
  -4	-3	1	-0.1	-1.1	-12	0.5	-2	-1.4	-2.9	3
CCc1cc2ccc(C)cc2nc1SCC(=O)Nc1c[nH]c(=O)[nH]c1=O
  0	-4	0	0.9	1.2	1	1.4	3	-1.3	0.2	2
O=C(OCc1cn([C@@H]2CN(Cc3cccs3)[C@@H](c3ccccc3)C[C@H]2O)nn1)c1ccccc1
  -6	-2	4	-0.3	-0.2	-1	0.8	0	-1.1	0.7	-2
O=C(c1ccccc1)N(Cc1ccccc1)Cc1ccccc1
  0	-1	7	0.3	-1.2	1	-0.7	-4	-1.2	-0.4	-3
COc1cccc(Nc2nc3ccccc3n2C(C)C)c1
  2	0	-2	-0.8	0.5	3	-1.6	3	-1.2	-0.5	-6
CC1CCC(NC(=O)C(NS(=O)(=O)c2ccc(Br)cc2)C(C)C)CC1 (centres undefined)
  0	-1	-5	-0.6	1.0	2	3.0	1	0.0	0.8	-2
Cn1c(NCc2cccs2)nc2ccccc21
  0	-4	0	6.1*	1.7	-1	8.0	-2	1.7*	1.2	-5
CC(C)N(C(N)=NC(=O)OCc1ccccc1)C(C)C
  -3	-1	-3	0.1	.	3	-0.9	4	-1.5	0.0	0
O=C1CSc2ccc(S(=O)(=O)CCC(=O)NC3CCCCC3)cc2N1
  -2	-2	1	0.2	0.6	-9	-2.8	1	-0.6	-0.3	2
Cc1ccc(S(=O)(=O)N(C)C)cc1NC(=O)c1cncc(Br)c1
  -1	-1	3	-4.2	-2.3	3	-5.4	0	-1.7	-1.4	-3
CC(OC(=O)c1ccccc1NCCO)C(=O)NC1CCCCC1C (centres undefined)
  0	-427	3	-0.8	0.1	i	2.0	-485	-0.7	-1.3	3
COc1ccc(/C(O)=C2/C(=O)C(=O)N(Cc3cccnc3)C2c2ccncc2)cc1F (centres undefined)
  1	-6	2	-1.2	1.3	-4	-1.5	-2	-0.3	0.2	-6
CN(C)c1nc(N(C)C)n(C(=O)c2ccc(F)cc2)n1
  2	0	-6	-0.6	2.1	2	-2.0	1	-1.0	0.0	6
CN(C)C(CNC(=O)c1coc2ccccc2c1=O)c1ccccc1 (centres undefined)
  -1	0	0	-1.4	-0.5	-3	0.9	0	0.6	0.1	4
CCCN(CC(=O)Nc1cccc(S(N)(=O)=O)c1)CC(=O)Nc1ccc(F)c(F)c1F
  -4	1	2	-0.7	0.7	-4	-4.4	3	-1.7	-0.6	8
CCN(CC)S(=O)(=O)c1ccc(/C=C/C(=O)OCC(=O)NC(=O)C2COc3ccccc3O2)cc1 (centres undefined)
  -1	-2	-5	0.1	0.4	0	1.4	1	-0.9	1.0	-2
CCCCN(CCCC)c1nc(OC)nc(-n2nnc(C(C)=O)c2C)n1
  -1	0	0	-1.3	0.8	3	0.3	2	-1.3	-0.6	-4
CC(=O)c1ccc(N=Cc2c(O)n(-c3cc(Cl)ccc3N3CCOCC3)c(=O)c3ccccc23)cc1
  -2	-18	-3	-0.6	-1.2	-115	-1.8	-104	-1.2	0.1	3
Cc1cc([N+](=O)[O-])nn1CC(=O)N(C)C1CCCCC1
  -2	0	-1	6.3*	1.5	-2	-0.2	-2	0.7	-0.4	-5

Additional structures
Values in the order – SMARCA2 activ	ADAM17 inh	MBD2 inh	hcDAF-12 act	DAX1 inh-1	PLCb3 inh	hgDAF12 agonist	PLC-gamma1 inh	ssDAF12 agonist	DAX1 inh-2	NR1D1 modulator
Nn1c(SCC(=O)Nc2cccc3ccccc23)nnc1-c1cc(-c2ccccc2)n[nH]1
  -2	-1	3	-2.2	.	2	-1.2	0	-0.9	-2.9	-2
O=C(COC(=O)/C=C/c1ccc2c(c1)OCO2)Nc1ccc(S(=O)(=O)N2CCCC2)cc1
  1	-34	4	-0.4	0.2	-91	6.1	-70	-2.2	-0.8	9
O/N=C1\CCCc2ccc(Cl)cc21
  1	1	-3	0.0	-0.6	1	1.1	-1	-1.0	0.2	-2
NC(=O)CSc1nnc2ccc(-c3ccc(Cl)cc3)nn12
  2	-8	-4	-1.2	0.1	-67	-1.9	-44	-0.3	-0.6	4
CCOc1ccccc1N1CCN(CC(O)COCc2cccs2)CC1 (centres undefined)
  -4	-3	4	-1.1	-0.1	-3	-0.5	-1	-0.6	-0.1	-2
COc1ccc2c(C)cc3nnnn3c2c1
  -2	1	-6	-1.7	-0.9	-1	-0.1	4	-1.3	0.3	-2
CCOc1ccccc1NC(=O)C1CCCN(S(=O)(=O)c2ccccc2)C1 (centres undefined)
  -1	0	-1	-1.6	-1.1	-2	-3.0	1	-1.9	-1.4	0
COc1cccc(OC)c1OCCNCC1CSc2ccccc2O1 (centres undefined)
  -4	-4	-2	-1.1	-0.9	2	3.2	-1	-0.5	-0.7	-4
Cc1cccc(N(Cc2ccccc2)C(=O)CN2C(=O)NC3(CCCC3)C2=O)c1
  -1	1	4	0.6	0.3	-4	-2.3	1	-1.1	-0.1	9
COCCn1c(SCC(=O)NCc2ccco2)nnc1-c1c[nH]c2ccccc12
  0	-3	2	1.2	0.3	3	-0.3	3	-1.2	-0.7	-1
Cc1c(Cl)cccc1NC(=O)c1cc(C2CC2)on1
  1	-3	-4	0.4	0.7	0	9.3	1	0.4	0.9	-5
COc1ccc(C(=O)Nc2ccc(Cl)c(S(=O)(=O)Nc3ccccc3OC)c2)cc1
  -5	13*	6	-6.9	-3.7	-1	-12	-1	-3.1	-3.0	-1
Cc1ccc(NCCC(=O)c2cccs2)cc1Cl
  4	-3	3	4.1	0.8	0	12*	8	0.3	0.8	3
COc1ccc(CCNC(=O)c2cc([C@@H](NC(=O)OC(C)(C)C)C(C)C)sc2N)cc1OC
  6	1	2	-0.5	.	-3	0.9	3	-1.2	-1.2	-1
COc1ccc2c(c1)nc(SCC(C)O)n2C (centres undefined)
  7	1	4	-0.1	-0.8	3	0.6	1	-1.0	0.2	8
O=C(CNc1ccccc1)N/N=C/c1ccc2c(c1)OCCO2
  2	1	4	1.1	0.0	-2	3.2	3	-1.1	-0.1	3
Brc1ccc2ncc3ccccc3c2c1
  -1	-3	3	-2.5	-1.6	-1	6.0	0	-1.2	0.1	-1
CC(=O)N1CCOc2ccc(S(=O)(=O)N3CCC(C(=O)NCc4ccc(Cl)cc4)CC3)cc21
  -2	-1	1	-0.3	-0.7	4	2.0	2	-0.5	-0.7	-8
Cc1ccccc1-c1nc(CS(=O)(=O)CC(=O)Nc2cc(F)ccc2F)c(C)o1
  -4	3	-6	-0.4	-0.9	-1	-1.2	-1	-1.9	-0.8	7
C=CCOc1ccc(CNCc2cccnc2)cc1OCC
  0	-2	-2	3.3	0.2	-5	-2.1	2	-1.1	0.1	1
CN(CC(=O)Nc1ccc(Cl)c(C(F)(F)F)c1)C(=O)C1CCN(C(=O)c2ccc(Cl)cc2)CC1
  -4	4	2	-1.8	-0.7	-2	-0.9	1	-2.1	-1.3	-5
CC1=NCCN1S(=O)(=O)c1cc([N+](=O)[O-])ccc1Cl
  -2	-5	-6	-1.8	0.9	1	-3.6	1	-0.7	0.6	4
Cc1ccccc1OCC(=O)OCC(=O)Nc1cc(S(=O)(=O)N2CCCCC2)ccc1Cl
  2	2	-5	-1.0	-0.1	1	-1.1	-2	-1.2	0.3	2
COc1ccc(N=Nc2c(-c3ccc(OC)cc3)[nH]oc2=O)cc1
  2	-2	3	0.0	-0.3	-7	0.1	-1	-0.7	-0.1	-2
COc1ccc(C(=O)c2ccc(Br)cc2)c2ccccc12
  -2	-2	3	-0.4	3.6	-6	3.4	-1	-0.4	0.1	10
O=C(CSc1nccn1Cc1ccccc1)Nc1ccccc1
  -3	4	3	-0.5	0.2	0	0.5	7	-0.8	1.3	-2
Cc1cc2c(=O)n(CC(=O)N3CCN(c4ccc(F)cc4)CC3)cnc2s1
  -1	-1	4	-1.5	0.3	4	-1.9	5	-0.8	-0.5	-3
CCn1c(NC(=O)c2cccc(Cn3cc(Cl)cn3)c2)nc2ccccc21
  -6	-2	4	-3.6	-1.9	-12	0.2	-8	-2.1	-1.1	4
Cn1c(C(=O)N2CCCC(C(=O)NCCCSC3CCCCC3)C2)cc2sccc21 (centres undefined)
  -3	3	1	-4.6	-1.4	-2	-3.4	-1	-2.2	-1.3	5
Cc1nn(C)c(C)c1S(=O)(=O)Nc1ccc2c(c1)OCO2
  2	-4	4	-0.3	0.8	-2	1.0	-1	-0.5	0.3	-2

Single records, from the list above. Screens in order: SMARCA2 activ, ADAM17 inh, MBD2 inh, hcDAF-12 act, DAX1 inh-1, PLCb3 inh, hgDAF12 agonist, PLC-gamma1 inh, ssDAF12 agonist, DAX1 inh-2, NR1D1 modulator
Entry for `CC1CCCN(c2ccc(/C=C(\C#N)c3nn(-c4ccccc4)c(N)c3C#N)cc2[N+](=O)[O-])C1` (centres undefined) : -3, -5, 6, 0.7, -0.2, -4, -4.3, 0, -0.5, -0.6, 2
Entry for `CC(=O)c1ccc(N=Cc2c(O)n(-c3cc(Cl)ccc3N3CCOCC3)c(=O)c3ccccc23)cc1` : -2, -18, -3, -0.6, -1.2, -115, -1.8, -104, -1.2, 0.1, 3
